15-hLO-2 inh: qHTS Assay for Inhibitors of 15-hLO-2 (15-human lipoxygenase 2). Polyunsaturated fatty acid lipoxygenase ALOX15B (Homo sapiens), O15296. 110,000 compounds, 0.56% hits. Potency, µM (doses to about 57.1 µM), for the others: at the top dose activity change, negative = inhibition, usual class: inhibitors. purified 15hLO-2, xylenol orange hydroperoxide absorbance; further: potency means the concentration at half of the fitted maximal effect; nearly all actives have a fitted effect of over 60% in size; many of its hits are not listed in these tables
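Purified human 15hLO-2 (50 nM) preincubated 15 min with compound, then 45 uM arachidonic acid for 90 min at RT in 25 mM Hepes pH 7.5, 0.01% Triton X-100. Hydroperoxide detected by Fe-xylenol orange; 573/405 nm absorbance ratio.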
PNC assembly inh: High Content Assay for Compounds that inhibit the Assembly of the Perinucleolar Compartment; PC3M PTB-GFP, PNC prevalence imaging, 16 h; hits give low values; activity change (PNC), negative = inhibition, % at 10 µM; 140,000 compounds, 3.1% hits; AID 2417, 2010;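 active means readout at or below -70, meaning at least 70% loss of cells showing the perinucleolar compartment, a nuclear body marking cancer cells; inconclusive means readout between -30 and a set limit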;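 further: plate controls were DMSO wells for no effect and camptothecin positive control wells for full effect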
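Compounds are pinned in duplicate onto adhered PC3M cells stably expressing GFP-tagged PTB and incubated 16 h at 37 C. Cells are then fixed, nuclei stained with Hoechst, and PNC-positive cells counted.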
IMPase cell inh: qHTS Assay for Identifying the Cell-Membrane Permeable IMPase Inhibitors; Inositol monophosphatase 1 (Rattus norvegicus), P97697; CHO-M1 cells, IP1 accumulation, HTRF TR-FRET ratio; inhibition (IP1 accumulation), % at 46.1 µM; 120,000 tested, under 10 active; AID 901, 2007; active means well fitted curve in the direction sought with a large enough effect in the signal ratio, not every such curve was filed as active; inconclusive means small, poorly fitted or top-dose-only effect, or a change in a side signal; inactive means no such curve, though single readings can be large or run the other way; the % refers to the signal ratio;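 further: cells stimulated with carbachol in lithium chloride buffer; plate controls were DMSO basal wells for no effect and reference inhibitor wells for full effect; higher means more IMPase inhibition seen as more IP1 and lower FRET ratio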
Target sequence (P97697 whole entry, looked up): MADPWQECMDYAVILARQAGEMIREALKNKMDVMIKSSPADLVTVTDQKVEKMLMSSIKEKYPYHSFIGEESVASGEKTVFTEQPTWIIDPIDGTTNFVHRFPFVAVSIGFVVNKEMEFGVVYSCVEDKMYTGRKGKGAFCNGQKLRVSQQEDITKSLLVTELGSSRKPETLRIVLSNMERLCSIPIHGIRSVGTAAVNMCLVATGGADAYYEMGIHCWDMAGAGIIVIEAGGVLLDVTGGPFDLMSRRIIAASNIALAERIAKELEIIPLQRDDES
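The IP-One HTRF competitive assay in carbachol-stimulated CHO-M1 cells quantifies cellular IP1. Compounds spanned up to 46 uM final, and activity is expressed as AC50 from concentration-response fits of the ratio and donor data.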
12-hLO inh: qHTS Assay for Inhibitors of 12-hLO (12-human lipoxygenase); Polyunsaturated fatty acid lipoxygenase ALOX12 (Homo sapiens), P18054; purified 12-hLO, xylenol orange hydroperoxide absorbance; Potency, µM (top dose mostly 57.1 µM), for the others: at the top dose activity change, negative = inhibition, hits mostly inhibitors; 150,000 compounds, 0.12% hits; AID 1452, 2008; further: potency means the concentration at half of the fitted maximal effect; nearly all actives have a fitted effect of over 55% in size; many of its hits are not listed in these tables
Target sequence (P18054 whole entry, looked up): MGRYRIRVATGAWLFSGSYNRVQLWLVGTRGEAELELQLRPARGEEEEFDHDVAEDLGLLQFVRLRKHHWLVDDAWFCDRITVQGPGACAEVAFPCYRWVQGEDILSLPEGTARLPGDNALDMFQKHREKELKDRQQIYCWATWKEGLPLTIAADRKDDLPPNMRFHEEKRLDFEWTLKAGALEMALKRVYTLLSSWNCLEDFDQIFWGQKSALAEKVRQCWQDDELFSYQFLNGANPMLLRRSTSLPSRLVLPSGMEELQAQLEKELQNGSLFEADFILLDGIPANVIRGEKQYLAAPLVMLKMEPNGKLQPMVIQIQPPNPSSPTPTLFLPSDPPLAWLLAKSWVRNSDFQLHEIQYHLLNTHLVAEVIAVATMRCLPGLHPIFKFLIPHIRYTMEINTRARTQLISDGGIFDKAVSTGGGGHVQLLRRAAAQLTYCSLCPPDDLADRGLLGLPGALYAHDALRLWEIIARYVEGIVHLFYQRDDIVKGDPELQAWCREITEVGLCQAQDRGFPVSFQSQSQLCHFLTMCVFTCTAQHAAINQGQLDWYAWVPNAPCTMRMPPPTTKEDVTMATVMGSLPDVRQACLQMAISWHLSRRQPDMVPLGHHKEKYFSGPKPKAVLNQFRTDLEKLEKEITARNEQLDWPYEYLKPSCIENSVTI
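Hydroperoxide formation by human 12-lipoxygenase from 40 uM arachidonic acid was followed colorimetrically via ferric-xylenol orange complex, using the 573/405 nm absorbance ratio. Enzyme concentration was 150 nM, with 30 min reaction at room temperature.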
Active calls of the source: *; ? = inconclusive; nt = not tested or not shown; [ ] = dose if it differs, or a comment. Unless noted, the call rests on the fitted dose curve; in most records, active means well fitted curve in the direction sought with a large enough effect; inconclusive means small, poorly fitted or top-dose-only effect, or another doubt; inactive means no such curve, though single readings can be large; an effect the other way counts as inactive or inconclusive. Unless noted, on the % scale 0 is the no-effect control and ±100 the full control effect. Not all compounds are listed; the hit share may differ from the screen's.

SMILES	15-hLO-2 inh	PNC assembly inh	IMPase cell inh	12-hLO inh
O=C(OCc1ccc(F)cc1)c1ccc2c(c1)-c1ccccc1C2=O	-12.3%	46.9	2.3	-3.4%
CC1CCCN(CCCCOc2cccc(Br)c2)C1 (centres undefined)	nt	?	nt	-4.1%
O=C(NC1CCCCC1)NC1CC2CCC(C1)N2C(=O)NC1CCCCC1 (centres undefined)	12.9%	?	4.5	-1.8%
COc1ccc(CCC(=O)N2CCCSC2=Nc2ccc(C(C)=O)cc2)cc1	nt	30.1	8.7	10.5%
Cc1cccc(NS(=O)(=O)c2cc(OCC(N)=O)c(C)cc2Cl)c1	nt	-16.0	0.8	-6.2%
CC(=O)Oc1ccc(C)cc1-n1nc2ccccc2n1	9.5%	77.0	-1.2	-0.3%
CCc1ccc(NC(=O)CSc2nc3ccccc3c(=O)n2CCN2CCOCC2)cc1	7.3%	-23.7	-1.9	-7.9%
CCn1c(COc2ccc3c(c2)CCCC3)nnc1SCC(=O)Nc1ccc(C(=O)OC)cc1	nt	47.2	14.8	0.8%
Nc1ccccc1Nc1ccncc1[N+](=O)[O-]	-10.7%	-23.8	5.4	-12.5%
CCOc1cc(/C=N/n2cnnc2)ccc1OCC(=O)Nc1ccccc1OC	3.9%	11.6	5.8	1.0%
CCN(Cc1ccncc1)C(=O)C1CCN(S(=O)(=O)c2cccs2)CC1	-4.6%	-19.8	6.1	0.3%
COc1ccc(C2=NOC(C(=O)NCCN3CCOCC3)C2)cc1 (centres undefined)	-2.0%	52.4	-1.4	-3.2%
O=c1c2c3nc4ccccc4nc3n(/N=C/c3ccco3)c2ncn1CCC1=CCCCC1	-27.4%	?	4.5	-15.9%
O=C(Nc1cc(C(F)(F)F)ccc1N1CCOCC1)c1cccnc1	4.7%	-2.7	8.4	-2.9%
CCCCOC(=O)C1CCCC(C)N1 (centres undefined)	3.0%	-3.4	2.6	1.2%
Cc1cccc(C)c1NC(=O)CSCC(=O)O	6.5%	32.0	-4.8	-1.4%
COc1ccccc1Nc1nc2c(C)cccc2cc1C#N	nt	39.2	?	-2.7%
O=C1c2ccccc2C(O)N1CCN1CCOCC1 (centres undefined)	nt	26.5	-14.2	3.0%
O=C(Nc1ccc(C(F)(F)F)cc1)c1ccc2nc[nH]c2c1	nt	-20.8	nt	4.9%
CCOc1ccc2cc(C#N)c(SCC(=O)OC)nc2c1	-0.5%	-25.0	0.1	-6.8%
O=C(CCCOc1ccc(Cl)cc1Cl)N/N=C/c1ccccc1	nt	-18.1	4.9	3.5%
O=C(NCc1ccco1)c1ccc2c(c1)C(=O)c1ccccc1-2	-21.6%	?	-3.8	-13.9%
Cc1ccc(C(C(=O)NC2CCCCC2)N(C(=O)Cc2c[nH]c3ccccc23)c2ccccc2C)o1 (centres undefined)	nt	?	nt	-1.9%
CC(C)Nc1nc(NC(C)C)nc(OCCOC(=O)Nc2ccccc2)n1	22.4%	22.1	5.6	4.1%
Oc1cccc2c(NC(=S)Nc3ccc(OC(F)F)cc3)cccc12	nt	114.5	nt	-10.7%
Cc1cc(NC(=O)Nc2ccc3c(ccn3C)c2)sn1	19.5%	nt	-5.4	-5.3%
O=C(Nc1ccccc1F)c1ccccc1-c1ccccc1	nt	?	-7.5	-3.7%
CC1(C)CC(=O)NC=C(c2ccccc2)C1	6.4%	20.5	?	-5.0%
O=S(N1CCCCCC1)C12CC3CC(CC(C3)C1)C2 (centres undefined)	-4.8%	?	3.8	-1.2%
COc1ccc(C(c2nnnn2CC2CCCO2)N2CCN(c3ccc(F)cc3)CC2)cc1 (centres undefined)	0.8%	-85.9*	-6.2	-3.3%
N#Cc1nc(Cc2ccccc2)oc1NCc1cccnc1	nt	203.0	-5.6	1.9%
CCCCNC(=O)COC(=O)c1c2c(nc3ccccc13)/C(=C/c1cccs1)CC2	nt	41.0	nt	1.1%
COCC(=O)N1CCC[C@@]2(CCN(C(=O)Nc3ccc(OC)cc3)C2)C1	-5.4%	nt	nt	0.0%
CCc1cc(=O)oc2cc(OC(C)=O)cc(OC(C)=O)c12	-0.9%	30.3	?	-12.7%
O=C(Nc1ccc(Cl)cn1)c1ccc2ccccc2n1	-3.7%	?	9.9	2.4%
O=C(CN1c2cccc3cccc(c23)S1(=O)=O)NCc1ccc2c(c1)OCO2	-15.9%	-16.7	-6.9	-9.2%
O=C1CC(N2CCN(c3ccccc3)CC2)C(=O)N1c1ccc2c(c1)OCCO2 (centres undefined)	-1.5%	-0.4	?	-2.0%
Cc1ccc2c(c1)N(C(C)C(=O)NCCc1ccccc1)C(=O)CO2 (centres undefined)	-2.2%	?	5.0	2.5%
Cc1ccc(C)c(NC(=O)/C(C#N)=C/c2ccc(Sc3nncn3C)c([N+](=O)[O-])c2)c1	nt	-7.7	nt	-2.2%
Cc1cc(C)nc(N2CCCC(C(=O)NCc3cccs3)C2)n1 (centres undefined)	-6.2%	-26.4	-2.7	0.5%
Nc1ccc(O)c2c1C(=O)c1ccccc1C2=O	nt	9.3	nt	-10.1%
Cc1ccc(-c2ccc(=O)[nH]n2)cc1	nt	0.2	-11.9	-3.2%
CC1(C)CC(=O)C(C=NCC(N)=O)=C(O)C1	2.2%	4.5	2.9	-2.2%
COc1ccc(/C=N/NC(=O)CCc2ccccc2)cc1O	-11.3%	?	4.2	-1.5%
CCN(CCCNC(=O)COc1cc(=O)n(CC)c2ccccc12)c1ccccc1	nt	-100.0*	9.4	1.2%
CC(C)(C)NC(=O)CN1CCC(O)(c2ccccc2)CC1	-0.8%	-9.1	-3.8	-0.5%
CCc1nnc(NC(=O)CSc2nnc(C)n2-c2ccc(C)cc2)s1	-16.4%	7.1	2.7	-2.3%
COc1ccc(N(CC(=O)Nc2cccc(C)c2C)S(=O)(=O)c2c(C)n[nH]c2C)cc1	-0.7%	?	1.2	-10.3%
COc1ccc(-c2c(C)oc3c(CN4CCCCC4C)c(O)ccc3c2=O)cc1OC (centres undefined)	-2.8%	-1.4	15.3	-15.4%
CCOC(=O)c1oc2nc(C)c3c(c2c1N)CC(C)(C)OC3	12.2%	?	-23.2	7.6%
O=C(c1ccccc1Cl)N1CCc2ccccc2C1	nt	30.4	-6.2	0.8%
CCC(=O)OCC(=O)C1(OC(=O)CC)C(C)CC2C3CCC4=CC(=O)C=CC4(C)C3(Cl)C(O)CC21C (centres undefined)	-0.2%	nt	nt	-1.1%
CNc1cnn(-c2ccc(C)cc2)c(=O)c1Cl	nt	21.4	?	1.3%
CC(CNC(=O)C(=O)NC(C)CCc1ccccc1)Cc1ccccc1 (centres undefined)	-5.5%	34.0	15.6	-2.3%
O=C(COc1ccc(Cl)cc1)N1CCN(S(=O)(=O)c2ccccc2)CC1	4.8%	21.8	-0.5	2.8%
Cc1cc(NC(=O)CCSc2nc(-c3ccco3)cc(C(F)(F)F)n2)n(-c2ccccc2)n1	nt	14.3	?	-2.2%
COc1ccccc1S(=O)(=O)n1cc(Cc2ccccc2)c(N)n1	nt	-15.6	5.3	-4.6%
Cc1[nH]nc(-c2ccc(OCc3cnn(-c4ccccc4)c3)c(C)c2O)c1Oc1ccccc1	8.4%	13.0	-15.9	-12.9%
COc1ccc(OC)c(NC(=S)N2CCN(c3ccccn3)CC2)c1	-5.4%	16.1	5.4	-2.8%
Oc1oc(-c2ccccc2)nc1/C=N/c1nccs1	nt	-26.1	nt	1.9%

Reprinted from the entries so far (15 entries):
SMILES	15-hLO-2 inh	PNC assembly inh	IMPase cell inh	12-hLO inh
CC(C)(C)NC(=O)CN1CCC(O)(c2ccccc2)CC1	-0.8%	-9.1	-3.8	-0.5%
CCc1nnc(NC(=O)CSc2nnc(C)n2-c2ccc(C)cc2)s1	-16.4%	7.1	2.7	-2.3%
COc1ccc(N(CC(=O)Nc2cccc(C)c2C)S(=O)(=O)c2c(C)n[nH]c2C)cc1	-0.7%	?	1.2	-10.3%
COc1ccc(-c2c(C)oc3c(CN4CCCCC4C)c(O)ccc3c2=O)cc1OC (centres undefined)	-2.8%	-1.4	15.3	-15.4%
CCOC(=O)c1oc2nc(C)c3c(c2c1N)CC(C)(C)OC3	12.2%	?	-23.2	7.6%
O=C(c1ccccc1Cl)N1CCc2ccccc2C1	nt	30.4	-6.2	0.8%
CCC(=O)OCC(=O)C1(OC(=O)CC)C(C)CC2C3CCC4=CC(=O)C=CC4(C)C3(Cl)C(O)CC21C (centres undefined)	-0.2%	nt	nt	-1.1%
CNc1cnn(-c2ccc(C)cc2)c(=O)c1Cl	nt	21.4	?	1.3%
CC(CNC(=O)C(=O)NC(C)CCc1ccccc1)Cc1ccccc1 (centres undefined)	-5.5%	34.0	15.6	-2.3%
O=C(COc1ccc(Cl)cc1)N1CCN(S(=O)(=O)c2ccccc2)CC1	4.8%	21.8	-0.5	2.8%
Cc1cc(NC(=O)CCSc2nc(-c3ccco3)cc(C(F)(F)F)n2)n(-c2ccccc2)n1	nt	14.3	?	-2.2%
COc1ccccc1S(=O)(=O)n1cc(Cc2ccccc2)c(N)n1	nt	-15.6	5.3	-4.6%
Cc1[nH]nc(-c2ccc(OCc3cnn(-c4ccccc4)c3)c(C)c2O)c1Oc1ccccc1	8.4%	13.0	-15.9	-12.9%
COc1ccc(OC)c(NC(=S)N2CCN(c3ccccn3)CC2)c1	-5.4%	16.1	5.4	-2.8%
Oc1oc(-c2ccccc2)nc1/C=N/c1nccs1	nt	-26.1	nt	1.9%

More results follow.
SMILES	15-hLO-2 inh	PNC assembly inh	IMPase cell inh	12-hLO inh
O=C(c1ccc(CS(=O)(=O)c2ccc(Br)cc2)o1)N1CCCCCC1	10.4%	29.9	18.1	-2.5%
CCOC(=O)c1ccc(CNC(=O)CSc2nnnn2-c2ccc(Cl)cc2)o1	-13.6%	13.4	-11.1	-10.6%
COC(=O)c1ccc(OC)cc1OCC(=O)N1CCN(c2ccc(F)cc2)CC1	-0.6%	21.1	4.0	4.7%
COc1ccc2nc(/N=C/c3c(C)[nH]n(-c4ccc(C)cc4C)c3=O)sc2c1	nt	15.9	-4.1	-0.2%
CCOC(=O)N1CCC(NC(=O)c2ccc3c(c2)N(C)CCS3)CC1	nt	339.8	-15.1	-13.6%
O=C(Nc1ccc2c(c1)OCO2)c1cccs1	-1.7%	-8.7	22.5	-17.9%
COc1cc(C(=O)Nc2ccc(Br)cc2C(=O)c2cc(OC)c(OC)c(OC)c2)cc(OC)c1OC	-7.8%	18.9	10.2	-2.6%
COc1ccc(/C=C/c2cc(OC)cc(=O)o2)cc1	5.4%[0.0915 µM]	nt	nt	-2.5%[0.00818 µM]
CCN1CCN(c2ccc(NC(=O)c3ccc4c(c3)[nH]c(=O)n4Cc3ccc(F)cc3)cc2)CC1	nt	-0.5	17.9	3.4%
O=C(NCCO)c1cc2c(s1)CCC2	4.2%	?	-3.1	-3.6%
O=C(Nc1ncc(Cc2cccc(Cl)c2Cl)s1)c1ccc([N+](=O)[O-])cc1	50.8%[activator]	11.0	-1.9	-2.1%
CCCCOc1ccc(-c2c(C#N)c(N)nc(SCC(N)=O)c2C#N)cc1	-26.4%	-25.3	0.8	-0.6%
Cn1c(N)c(C(=O)COC(=O)C2(c3ccccc3F)CCCC2)c(=O)n(C)c1=O	-1.5%	-25.4	4.2	-5.3%
O=C(CSc1ncccn1)NN=C1CCCCCCC1	-1.8%	11.5	5.0	1.3%
Cc1noc2ncnc(Sc3ccc(Cl)cc3)c12	-2.5%	11.8	-11.4	-14.0%
COC(=O)C1=C(C)N(Cc2ccco2)C(=O)C1	-1.1%	58.4	8.8	-2.3%

Screens (PubChem)
